Compound activity as filed in PubChem.
Abeta yeast res: restores growth of yeast expressing A-beta42 peptide; 0.063% of 410,000 active; yeast expressing A-beta42, growth rescue, OD600, 48 h; response scale: 0% DMSO, 100% iron-clioquinol control; Potency, µM (doses to about 46.1 µM), inactives show top-dose growth rescue, actives largely listed as activators; AID 1347071; note: potency is the fitted concentration of half-maximal effect; nearly all actives have a fitted effect of over 55% in size
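Yeast A-beta toxicity model in growth medium with pinned compounds, 48 h at 30 C; growth read as absorbance at 600 nm. Normalized to FeCl3/clioquinol equimolar mix (positive) and DMSO (negative).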
HepG2 viability: counter-screen for TGF-b inhibitors: cytotoxicity in HepG2 cells; HepG2 CAGA-GFP viability, ATP luminescence, 18 h; Potency, µM (highest dose often 46.1 µM), for inactives: top-dose activity change, negative = cytotoxicity, most hits filed as cytotoxic; 0.76% of 410,000 active; AID 588856; note: potency is the fitted concentration of half-maximal effect; some results filed as inactive show a strong effect at the top dose
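CellTiter-Glo luminescence gave cytotoxicity after 18 hours at 37 degrees C. The cells were HepG2 CAGA-GFP in 1% FBS DMEM, stimulated with 500 pg/mL TGF-beta after compound addition. %Activity was normalised to no-cell wells (complete cell-killing) and DMSO (no toxicity), and curves were fitted and classified.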
A549 tox: kills or reduces viability of A549 cells in Nrf2 counter-screen. 0.16% of 390,000 active. AID 504648. A549 ARE-Fluc cells, CellTiter-Fluor viability, 18-24 h. Potency, µM (series often up to 46 µM), for the others: at the top dose activity change, negative = cytotoxicity, actives largely listed as inhibitors; note: potency is the fitted concentration of half-maximal effect; % is set by controls: 0 for no effect and ±100 for the full control effect
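A549 ARE-Fluc cells in 5% FBS OPTI-MEM, 5000 cells/well, rested 2 h then exposed to compounds in concentration-response for 18-24 h at 37 °C. Viability by CellTiter-Fluor fluorescence (Ex 405/Em 525) after 30 min; luciferase luminescence (BugLite, 15 min, RT) read afterwards.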
TGFb SMAD3 inh: TGF-b pathway inhibition | HepG2 CAGA-GFP TGF-b/SMAD3 reporter, GFP fluorescence, 18 h; TGF-beta stimulated, 500 pg/mL final | Potency, µM (doses to about 46.1 µM), inactives show at the highest dose activity, negative = inhibition, actives largely listed as inhibitors | 1.2% of 410,000 active; note: potency is the fitted concentration of half-maximal effect; % is set by controls: 0 for no effect and ±100 for the full control effect; nearly all actives have a fitted effect of over 65% in size
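HEPG2 CAGA-GFP, 1000 cells/well; 2 h settle, 37 C; cpd via pin tool; TGF-b 500 pg/mL final; 18 h, 37 C; GFP imaging ex488/em500-530; %Activity normalised to -TGF-b and +DMSO controls; CRC fit, curve class.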
Nrf2 inh: Nrf2 pathway inhibition. A549 ARE-Fluc reporter, luciferase luminescence, 18-24 h. AID 504444. Potency, µM (series often up to 46 µM), for the others: at the top dose activity change, negative = inhibition, actives largely listed as inhibitors. 2.1% of 360,000 active; note: potency is the fitted concentration of half-maximal effect; % is set by controls: 0 for no effect and ±100 for the full control effect; nearly all actives have a fitted effect of over 60% in size
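Two sequential reads on A549 ARE_Fluc cells exposed to compound for 18-24 h: a CellTiter-Fluor fluorescence read for viability, then a luciferase luminescence read for Nrf2/ARE activity.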
Akt phos inh: blocks phosphorylation of Akt; Neuro2A IGF-stimulated pAkt S473 HTRF, 20 min; active compounds read low; activity change, % for hits at 50 µM; 0.32% of 360,000 active; AID 651550; in the data active = activity change below about -80%; inconclusive = mostly about -51% to -80%; note: % is set by controls: 0 for no effect and ±100 for the full control effect
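Neuro2A cells (4,500/well, DMEM with 0.5% FBS) were treated with compound at a single 50 µM final concentration, stimulated with 6 nM IGF for 20 min at 37 °C, and lysed. Phospho-Akt Ser473 was read by HTRF as 665/615 ratio ×10^4.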
CCT modulator: modulators of cytosolic chaperonin (CCT/TRiC) activity; purified chaperonin ATPase assay, HTRF ADP detection, 30 min; activity change, % (concentration not given with the values), hits read low; AID 651819; 0.3% of 360,000 active; in the data active = activity change below about -30%; note: % is set by controls: 0 for no effect and ±100 for the full control effect
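We incubate TRiC, 40 or 20 nM final, with library compounds at 76 uM and 10 uM ATP for 30 min at 37 °C. ADP formed is detected with Transcreener HTRF reagents after 30 min at room temperature.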
MmCpn inh: blocks the Methanococcus maripaludis chaperonin Mm-Cpn | purified Mm-Cpn ATPase, ADP Transcreener TR-FRET | Potency, µM (highest dose often 76.9 µM), inactives show at the top dose activity, negative = inhibition, usual class: inhibitors | 0.031% of 330,000 active; note: potency is the fitted concentration of half-maximal effect; % is set by controls: 0 for no effect and ±100 for the full control effect; nearly all actives have a fitted effect of over 80% in size
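TR-FRET (320 nm excitation; 590 and 665 nm emission) reports ADP made from 10 uM ATP by 25 nM enzyme; compounds were preincubated 10 min, reaction run 30 min, both at 37°C.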
Nrf2 activator: activates Nrf2 signaling; AREc32 ARE-luciferase reporter (MCF7-derived line), luminescence, 24 h; Potency, µM (titrated, usually from 46.1 µM), for the others: at the highest dose activation, usual class: activators; 0.31% of 410,000 active; note: potency is the fitted concentration of half-maximal effect; % of control where 0% means no effect; nearly all actives have a fitted effect of over 65% in size
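Luciferase luminescence (Steady-Glo, 30 min at room temperature) served as the read-out of ARE activation in AREc32 cells treated with compounds for 24 hr at 37 deg C.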
* hit, by the source's call; i = inactive; ? = inconclusive; · = not tested or not shown; [ ] = remark or other dose. Unless noted, calls come from the whole dose curve; as a rule, active = well fitted curve in the direction sought with a large enough effect; inconclusive = small, poorly fitted or top-dose-only effect, or another doubt; inactive = no such curve, though single readings can be large; an effect the other way counts as inactive or inconclusive. Compounds were not picked by outcome. Share with any hit: about 4.3%.

| entry | molecule | Abeta yeast res | HepG2 viability | A549 tox | TGFb SMAD3 inh | Nrf2 inh |
| --- | --- | --- | --- | --- | --- | --- |
| 1 | C[C@]12c3[nH]c4cc(-c5ccco5)ccc4c3CCN1C(=O)[C@@H](CC(=O)NCCc1ccccn1)C[C@@H]2C(=O)N1CCCCC1 | -18% | -2% | -26% | ? | -78% |
| 2 | CCOc1cc(C(=O)CCC(=O)OCC(=O)N2c3ccccc3NC(=O)C2(C)C)ccc1O | -13% | -6% | -6% | -22% | -24% |
| 3 | CCCCNc1c2c3c(cccc3n(C)c1=O)C(=O)c1ccccc1-2 | 2% | -31% | ? | 349%[activator] | ? |
| 4 | CC[C@]12c3[nH]c4cc(CCC(=O)N(C)C)ccc4c3CCN1C(=O)[C@@H](CC(=O)NCc1cccc(C(F)(F)F)c1)C[C@@H]2C(=O)N1CCN(C(=O)C2CC2)CC1 | 4% | 6% | -1% | -15% | 7% |
| 5 | O=C(Nc1nc2c(s1)CCCC2)c1cc(-c2ccncc2)nc2ccccc12 | 8% | -15% | 1% | 9% | 8% |
| 6 | C=CCNC(=O)c1cc2nc(C3CC3)cc(C(F)F)n2n1 | 2% | -2% | -12% | -5% | -20% |
| 7 | Cc1ccc(Oc2coc3cc(OC(=O)c4cccs4)ccc3c2=O)cc1 | 1% | -13% | 3% | 14% | ? |
| 8 | CCOC(=O)c1cccc(NC(=O)NC2COc3ccccc3C2)c1 (stereo unspecified) | -10% | -21% | 14% | -28% | · |
| 9 | CSc1ncc(CN2CCc3c([nH]c4ccccc34)C2c2cccc(O)c2)cn1 (stereo unspecified) | -3% | -80% | -3% | 11µM* | -7% |
| 10 | O=C(/C=C/c1ccc(F)cc1)Nc1cccc(S(=O)(=O)N2CCOCC2)c1 | -6% | -4% | 0% | ? | ? |
| 11 | CCOC(=O)N1CCN(S(=O)(=O)c2ccc(Cl)cc2)CC1 | 5% | -12% | -6% | -7% | 9% |
| 12 | Cc1cc(N2CCOCC2)nc2ccc(NC(=O)CCC(=O)N3CCCC(C)C3)cc12 (stereo unspecified) | -2% | 2% | ? | 2% | 1% |
| 13 | COc1ccccc1OCCSc1nc2ccccc2n1CCO | -12% | 16% | -1% | 41%[activator] | -3% |
| 14 | CCc1cccc(CC)c1NC(=O)CN1CCN(c2ccccc2)CC1 | 0% | 2% | -2% | 6% | -16% |
| 15 | Cc1nc2c(-c3ccccc3)cnn2c(N2CCOCC2)c1C | 12% | -14% | 1% | 0% | ? |

| entry | Akt phos inh | CCT modulator | MmCpn inh | Nrf2 activator |
| --- | --- | --- | --- | --- |
| 1 | i | -0.2 | -1% | 5.6% |
| 2 | i | -1.1 | 0% | 2.4% |
| 3 | · | -3.0 | -2% | -0.5% |
| 4 | i | -6.2 | -2% | 0.3% |
| 5 | i | -2.5 | -2% | 2.5% |
| 6 | i | 2.0 | -1% | 0.2% |
| 7 | i | -1.3 | -7% | 2.1% |
| 8 | · | · | · | 1.2% |
| 9 | i | -3.3 | 1% | 6.7% |
| 10 | i | 0.4 | 2% | 1.4% |
| 11 | i | -1.2 | 1% | -0.4% |
| 12 | i | -0.6 | 1% | 0.7% |
| 13 | i | -3.4 | 0% | -0.3% |
| 14 | · | 0.0 | -3% | -1.0% |
| 15 | i | -0.7 | 3% | 5.9% |

New compounds follow:
| entry | molecule | Abeta yeast res | HepG2 viability | A549 tox | TGFb SMAD3 inh | Nrf2 inh |
| --- | --- | --- | --- | --- | --- | --- |
| 16 | Cc1cc[n+](CCC(=O)O)c2ccccc12 | 4% | -9% | -15% | 14% | -26% |
| 17 | O=C(O)C(C=C(Cl)Cl)N1CCOCC1 (stereo unspecified) | -9% | -8% | 6% | 1% | 0% |
| 18 | C=CCNC(=S)N1CCN(CCN=CC2=C(O)CC(c3ccc(Cl)cc3)CC2=O)CC1 (stereo unspecified) | -15% | 1% | 0% | 13% | 11% |
| 19 | CCCC(=O)Nc1nnc(S(=O)(=O)N2CCCC2)s1 | -1% | 3% | -3% | 1% | -4% |
| 20 | Cc1noc(C)c1CSc1nnc(-c2ccccc2)o1 | 10% | -26% | 5% | 7% | 5% |
| 21 | Cc1cccc(OCc2nnc(SCC(=O)N3c4ccccc4CC3C)n2C)c1C (stereo unspecified) | 26% | -30% | -15% | -22% | ? |
| 22 | O=c1c(=O)n(-c2cccc(Cl)c2)ccn1Cc1cccc(F)c1 | 6% | -15% | 0% | 0% | 11% |
| 23 | CN(C)C(CNC(=O)CCc1nc2ccccc2s1)c1ccccc1 (stereo unspecified) | 4% | -9% | 2% | -10% | 6% |
| 24 | CC1CCN(C2=NC(=O)/C(=C/c3cn(-c4ccccc4)nc3-c3cccc(S(=O)(=O)N(C)C)c3)S2)CC1 | -3% | -20% | -11% | 0% | · |
| 25 | COc1ccc(-c2nc3sc(CCNS(=O)(=O)c4ccccc4)c(C)n3n2)cc1 | -2% | -20% | -12% | -2% | · |
| 26 | CCC(c1nnc(SCC(=O)N2CC(=O)Nc3ccccc32)n1Cc1ccccc1)N(C)C (stereo unspecified) | 31% | 5% | -6% | 2% | · |
| 27 | COc1ccc(-c2nc(=S)[nH][nH]2)cc1 | 16% | 2% | 11% | -12% | · |
| 28 | CNc1n[nH]c(=S)s1 | 4% | 17% | -1% | 28% | 3% |
| 29 | CSc1ccc(Cl)c(C(=O)N2CCN(c3ncccn3)CC2)c1 | 4% | -6% | 2% | -3% | 17% |
| 30 | O=c1cc(CN2CCN(c3ccc(O)cc3)CC2)nc2scc(-c3ccccc3)n12 | 17% | 5% | 0% | -21% | -18% |

| entry | Akt phos inh | CCT modulator | MmCpn inh | Nrf2 activator |
| --- | --- | --- | --- | --- |
| 16 | i | -0.3 | 0% | -0.7% |
| 17 | i | -2.6 | · | -1.0% |
| 18 | i | -24 | 1% | -0.6% |
| 19 | i | -3.8 | 0% | 0.1% |
| 20 | i | -2.1 | 1% | -0.1% |
| 21 | i | 0.0 | -1% | -0.2% |
| 22 | · | · | · | -1.6% |
| 23 | i | 1.0 | -1% | 3.1% |
| 24 | i | -1.0 | 0% | 4.4% |
| 25 | · | · | · | 0.3% |
| 26 | i | -2.4 | -2% | -0.6% |
| 27 | i | -2.2 | 2% | -0.1% |
| 28 | i | 3.4 | 3% | 0.1% |
| 29 | i | 1.6 | -3% | -1.0% |
| 30 | i | -0.5 | 1% | 2.5% |

New compounds follow.
| entry | molecule | Abeta yeast res | HepG2 viability | A549 tox | TGFb SMAD3 inh | Nrf2 inh |
| --- | --- | --- | --- | --- | --- | --- |
| 31 | CCOC(=O)C1CCCN(C(=O)c2cccc(NC(=O)c3nsc4ccccc34)c2)C1 (stereo unspecified) | -3% | -6% | 3% | 12% | · |
| 32 | CCOC(=O)N1CCN(C(=O)CN(CC)S(=O)(=O)c2cc(C)ccc2OC)CC1 | 5% | 2% | -2% | 0% | -10% |
| 33 | S=c1[nH]nc(-c2ccccc2)n1/N=C/c1c[nH]c2ccccc12 | -9% | -4% | 2% | -17% | 2% |
| 34 | O=C(CCN1C(=O)c2ccccc2C1=O)Nc1sc2c(c1C(=O)NCC1CCCO1)CCC2 (stereo unspecified) | -17% | -18% | 15% | -18% | -4% |
| 35 | COC(=O)c1ccc(OCC(=O)NC2CCCCCCC2)cc1 | -24% | 1% | 0% | 9% | 0% |
| 36 | C/C(=N/NC(=O)c1ccn(C)n1)c1ccncc1 | -2% | 7% | 2% | 21% | -1% |
| 37 | COc1ccc(/C=C(/NC(=O)c2ccccc2)C(=O)N/N=C/c2sccc2C)cc1 | -1% | 0% | -1% | -7% | 1% |
| 38 | CCOC(=O)N1CCN(C(=O)C2CCCN(S(=O)(=O)c3ccc(OCC)cc3)C2)CC1 (stereo unspecified) | -10% | 0% | -5% | 0% | ? |
| 39 | CCc1noc(C)c1C(=O)NCCc1c[nH]c2ccccc12 | -1% | -4% | -8% | -3% | -7% |
| 40 | Oc1ccc(Oc2ccc(Oc3ccc(O)cc3)cc2)cc1 | 9% | -28% | 0% | ? | ? |
| 41 | CCc1ccc(C2c3c(-c4cc(C)ccc4O)n[nH]c3C(=O)N2Cc2cccnc2)cc1 (stereo unspecified) | -2% | 20µM* | -7% | ? | -1% |
| 42 | COc1ccc(CCNC(=O)/C=C/C(=O)O)cc1OC | -4% | -5% | 0% | 1% | ? |
| 43 | Cc1cccc(-n2c(SCC(=O)Nc3ncc(Cl)cc3Cl)nc3ccccc32)c1 | 2% | -12% | -27% | ? | ? |

| entry | Akt phos inh | CCT modulator | MmCpn inh | Nrf2 activator |
| --- | --- | --- | --- | --- |
| 31 | · | · | · | 5.2% |
| 32 | i | -0.2 | 1% | -0.4% |
| 33 | i | -0.1 | 1% | -0.8% |
| 34 | i | -2.6 | 2% | -0.1% |
| 35 | i | -0.5 | 0% | 0.3% |
| 36 | i | 1.8 | 0% | 5.9% |
| 37 | i | -3.6 | -2% | 2.1% |
| 38 | i | -1.8 | 2% | -0.6% |
| 39 | i | -2.9 | 4% | 0.3% |
| 40 | i | -4.2 | 3% | 11% |
| 41 | · | · | · | -1.4% |
| 42 | i | -3.3 | -2% | -1.0% |
| 43 | i | 1.8 | -2% | -0.3% |
